Screening data (PubChem BioAssay)
PI5P4K alpha inh – inhibitors of human PI5P4K alpha | P48426 | PI5P4Kalpha enzyme, ADP-Glo luminescence, 60 min; hits give low values | max response, % | hit rate 1.2% among 330,000 | AID 652105; active means max response of -50% or lower; inconclusive means between -30% and -50%; inactive means -30% or higher; further: value at the top dose of about 77 µM; on the % scale 0 is the no-effect control and ±100 the full control effect
Target sequence (P48426 whole entry, looked up): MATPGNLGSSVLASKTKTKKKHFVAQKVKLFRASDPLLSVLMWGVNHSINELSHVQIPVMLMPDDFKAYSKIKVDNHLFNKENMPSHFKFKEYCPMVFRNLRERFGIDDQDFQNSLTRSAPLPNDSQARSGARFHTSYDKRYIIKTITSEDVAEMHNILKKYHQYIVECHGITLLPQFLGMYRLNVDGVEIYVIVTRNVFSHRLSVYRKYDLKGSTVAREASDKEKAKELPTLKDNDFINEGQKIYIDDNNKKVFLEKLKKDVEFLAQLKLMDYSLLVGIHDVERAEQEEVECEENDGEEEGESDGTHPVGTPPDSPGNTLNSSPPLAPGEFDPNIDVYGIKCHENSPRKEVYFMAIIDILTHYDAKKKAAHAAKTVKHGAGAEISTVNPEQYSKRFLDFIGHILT
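Controls without substrate or without enzyme flank wells where PI5P4Kalpha converts substrate using 5 microM ATP (final). Incubation lasts 60 minutes at room temperature; ADP formed is read by ADP-Glo luminescence.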
WRN inhibitor – WRN helicase (human) inhibition; AID 651768; hit rate 0.46% among 360,000; Potency, µM (highest dose often 114 µM), for inactives: top-dose activity change, negative = inhibition, hits mostly inhibitors; Q14191; WRN helicase unwinding, fluorescent forked duplex, kinetic; further: potency means the concentration at half of the fitted maximal effect; on the % scale 0 is the no-effect control and ±100 the full control effect; nearly all actives have a fitted effect of over 55% in size
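WRN at 20 nM final preincubated with compound 15 min at room temperature; reaction started with 100 nM fluorophore/quencher forked duplex oligonucleotide and 2 mM ATP final. Unwinding followed kinetically by red fluorescence (ex 525, em 598 nm).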
EPAC1 antagonist – EPAC1 (human) antagonism | EPAC1 GEF assay, Rap1b-BODIPY-GDP exchange fluorescence | Potency, µM (top dose mostly 115 µM), without a hit: top-dose activity change, negative = inhibition, actives largely listed as inhibitors | hit rate 0.14% among 360,000 | AID 720709;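 further: potency means the concentration at half of the fitted maximal effect; plate controls were vehicle for no effect and positive control for full effect; nearly all actives have a fitted effect of over 50% in size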
EPAC1 agonist – EPAC1 (human) agonism | EPAC1 agonist qHTS, biochemical assay; response scale: 100% = response to 6.5 mM cAMP | Potency, µM (doses to about 154 µM), for the others: top-dose activation, hits mostly activators | hit rate 0.073% among 360,000 | AID 720707; further: potency means the concentration at half of the fitted maximal effect; nearly all actives have a fitted effect of over 60% in size
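Compounds were pinned as a concentration titration into mixtures of EPAC1 (100 nM), BODIPY-GDP-loaded Rap1B (250 nM) and GDP (50 uM). After 5 min at room temperature, fluorescence was followed for 30 min; activity was scaled to 6.5 mM cAMP.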
Abeta rescue – restores growth of yeast expressing A-beta42 peptide | Potency, µM (series often up to 46.1 µM), for inactives: at the top dose growth rescue, most hits filed as activators | yeast expressing A-beta42, growth rescue, OD600, 48 h; response scale: 0% DMSO, 100% iron-clioquinol control | hit rate 0.063% among 410,000; further: potency means the concentration at half of the fitted maximal effect; nearly all actives have a fitted effect of over 55% in size
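Growth rescue measured by 600 nm absorbance after 48 h yeast culture at 30 C with compound. Values normalized between DMSO and an equimolar ferric chloride plus clioquinol control.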
PLK1 PBD block – inhibitors of human PLK1 polo-box domain binding; Plk1 PBD binding of FITC phosphopeptide, fluorescence polarization; Potency, µM, for inactives: max response, negative = inhibition, most hits filed as inhibitors; hit rate 2.8% among 360,000; further: potency means the concentration at half of the fitted maximal effect; series mostly up to about 57 µM; on the % scale 0 is the no-effect control and ±100 the full control effect; nearly all actives have a fitted effect of over 65% in size
Target sequence (P53350 whole entry, looked up, the tested form may be a part): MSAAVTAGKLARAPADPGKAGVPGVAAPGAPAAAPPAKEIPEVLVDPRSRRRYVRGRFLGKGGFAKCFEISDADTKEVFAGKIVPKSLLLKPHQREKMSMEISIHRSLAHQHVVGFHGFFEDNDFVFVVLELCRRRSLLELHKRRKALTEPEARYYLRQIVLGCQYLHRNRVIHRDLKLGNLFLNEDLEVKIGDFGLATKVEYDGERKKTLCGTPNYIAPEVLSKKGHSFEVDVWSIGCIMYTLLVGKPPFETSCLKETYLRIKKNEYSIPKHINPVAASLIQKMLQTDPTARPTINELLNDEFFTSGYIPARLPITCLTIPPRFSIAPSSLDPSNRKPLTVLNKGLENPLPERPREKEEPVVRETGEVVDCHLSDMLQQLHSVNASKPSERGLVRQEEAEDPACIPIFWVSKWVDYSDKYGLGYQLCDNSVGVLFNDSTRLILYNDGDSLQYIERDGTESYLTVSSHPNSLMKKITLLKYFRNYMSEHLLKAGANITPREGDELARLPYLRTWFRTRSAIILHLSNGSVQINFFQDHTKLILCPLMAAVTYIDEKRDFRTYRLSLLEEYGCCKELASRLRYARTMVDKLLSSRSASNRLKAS
IL-2 act – IL-2 activation. hit rate 0.065% among 360,000. activation, % (series mostly up to about 46 µM). IL-2 activation reporter assay, cell-based qHTS; stimulated with anti-CD3/CD4/CD28 beads; in transgenic mouse T cells. AID 652025; in the data active means activation above about 50%; inconclusive means mostly about 30% to 49%; further: 0% is about no effect
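Readout is EGFP and DsRed signal by fluorescent plate cytometry after 18 h at 37 degrees C. Transgenic mouse T cells (750/well) received compound for 60 min before bead stimulation (anti-CD3, anti-CD4, anti-CD28); memory T cells served as non-tolerant control.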
FUS yeast rescue – FUS proteinopathy suppression in yeast; S. cerevisiae FUS-expressing, growth rescue, OD600, 24 h; Potency, µM (doses to about 76.6 µM), for the others: at the top dose growth rescue (activation), most hits filed as activators; hit rate 0.24% among 390,000;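 further: potency means the concentration at half of the fitted maximal effect; plate controls were DMSO vehicle for no effect and reference control for full effect; nearly all actives have a fitted effect of over 55% in size; some results filed as inactive show a strong effect at the top dose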
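Absorbance at 600 nm, taken 24hr after compound addition, measured rescue of FUS-yeast growth at 30C. Induction used 2% galactose with seeding at OD 0.005. Controls: CP55940 from 92uM final, DMSO only.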
Starred values were filed as active, the others as inactive; ? = inconclusive; · = no result given; [ ] = another dose, or the depositor's remark. Unless noted, the call rests on the fitted dose curve; in most records, active means well fitted curve in the direction sought with a large enough effect; inconclusive means small, poorly fitted or top-dose-only effect, or another doubt; inactive means no such curve, though single readings can be large; an effect the other way counts as inactive or inconclusive. Some of the compounds tested; count on the stated rates, not on these rows.

SMILES	PI5P4K alpha inh	WRN inhibitor	EPAC1 antagonist	EPAC1 agonist	Abeta rescue	PLK1 PBD block	IL-2 act	FUS yeast rescue
COC(=O)C1=C(c2cc3ccccc3o2)C[C@@H]2CC[C@H]1N2C(=O)NCc1cccc2ccccc12	0.2	4.4%	2.3%	-1.5%	6.9%	4.8%	0.0	?
CC(=O)NC1CC2CCCC(C1)N2 (configuration not stated)	·	-1.7%	0.6%	0.3%	9.1%	2.4%	-0.9	11.0%
COc1c2c(cc3c1OCO3)CC[N+](C)=C2	-6.0	-8.6%	-7.2%	-3.0%	-4.3%	-10.8%	-2.6	-33.3%
CC(CN1CCOCC1)C(C#N)(c1ccccc1)c1ccccc1 (configuration not stated)	-1.9	-5.6%	-5.0%	2.3%	7.1%	0.6%	-0.3	26.7%
CCOP(=O)(OCC)/C(C#N)=C/c1ccc(Br)cc1	-2.7	-1.3%	5.9%	3.7%	6.6%	0.3%	-0.1	19.8%
CNC(=O)Oc1ccccc1OC(C)C	-2.6	1.3%	11.9%	-6.1%	-7.6%	-17.4%	-0.3	-36.9%
Cc1ccc(-n2c(O)c(C=NCc3ccco3)c(=O)[nH]c2=S)cc1C	-25.1	?	?	-1.4%	-1.7%	-24.7%	0.2	?
CC(=O)Nc1ccccc1C(=O)OCc1cccc(F)c1	-9.4	-27.0%	-4.1%	0.1%	4.9%	-9.0%	-1.2	10.1%
Cc1cc(OCC(=O)N[C@@H](Cc2ccccc2)C(=O)O)c2c3c(c(=O)oc2c1)CCCC3	-13.9	-8.8%	-12.0%	-4.4%	-12.5%	-17.1%	0.9	20.4%
COc1ccc(CN2Cc3cc(-c4cccc(F)c4)ccc3-n3nncc3C2)cc1	14.3	0.0%	-16.4%	-7.2%	-33.7%	0.2%	2.2	-28.1%
COC(=O)C1=C(c2ccccc2OCc2ccccc2)C[C@@H]2CC[C@H]1N2C(=O)NCc1ccc([N+](=O)[O-])cc1	0.7	-34.3%	-13.3%	-17.6%	-2.2%	?	-3.4	28.2µM*
Cc1cccc(OCC(O)CN2CC2)c1 (configuration not stated)	17.6	0.1%	3.7%	0.8%	-1.8%	-8.3%	-1.6	-7.9%
O=c1c2ccccc2nc(-c2ccccc2Cl)n1-c1ccc(O)cc1	-13.1	5.2%	-6.5%	3.8%	-0.8%	-10.0%	-3.8	27.7%
C[C@]12CCC3C(CCC4=C/C(=N/OCC(=O)NC(CCC(=O)O)C(=O)O)CC[C@@]43C)C1CCC2O (some centres not stated)	-1.1	12.1%	-5.9%	8.5%	-13.0%	-10.5%	0.2	5.4%
C[C@]12CC[C@H](OC(=O)CCC(=O)O)CC1=CCC1C2CC[C@@]2(C)C1CC[C@@H]2OC(=O)CCC(=O)O (some centres not stated)	-6.2	-25.3%	20.5%	6.6%	-16.2%	-8.3%	-0.5	36.7%
CC(C)(C)c1o[nH]c(=O)c1CC(N)C(=O)O (configuration not stated)	-1.4	-6.0%	-2.3%	9.5%	-8.6%	-9.1%	0.3	-41.5%
Cc1[nH]c2ccccc2c1CCCNC1CCCCC1	3.8	-30.7%[57.1 µM]	-15.0%	2.2%	-10.4%	-6.2%	0.6	20.2%
CS(=O)(=O)N1Cc2ccccc2-n2nncc2C1	0.2	-0.8%	-9.8%	-12.0%	-7.1%	-6.0%	0.0	-23.4%
CC(=NCCN1CCOCC1)c1c(O)n(-c2ccccc2C)c(=O)[nH]c1=O	·	7.7%	-16.9%	-3.1%	-8.9%	-5.2%	-1.0	2.3%
Cc1ccc(S(=O)(=O)N[C@@H](CCCCN)C(=O)CCl)cc1	-1.6	2.5%	-17.0%	-17.3%	-25.5%	?	0.2	-33.8%

The last 2 records of the section before lead into the next:
SMILES	PI5P4K alpha inh	WRN inhibitor	EPAC1 antagonist	EPAC1 agonist	Abeta rescue	PLK1 PBD block	IL-2 act	FUS yeast rescue
CC(=NCCN1CCOCC1)c1c(O)n(-c2ccccc2C)c(=O)[nH]c1=O	·	7.7%	-16.9%	-3.1%	-8.9%	-5.2%	-1.0	2.3%
Cc1ccc(S(=O)(=O)N[C@@H](CCCCN)C(=O)CCl)cc1	-1.6	2.5%	-17.0%	-17.3%	-25.5%	?	0.2	-33.8%
N[C@@H](Cc1c[nH]c2ccccc12)c1nnc(SCc2ccc(Cl)cc2)o1	7.9	-23.7%	?	5.5%	-90.6%[inhibitor]	-20.3%	2.7	?
COc1cccc(NP(=O)(Oc2ccccc2Cl)Oc2ccccc2Cl)c1	2.3	-9.3%	-26.5%	15.7%	13.7%	-9.2%	-3.3	25.3%
CN1CC(C(=O)c2ccc([N+](=O)[O-])cc2)C(c2ccc(Cl)cc2)C1 (configuration not stated)	3.6	2.2%[57.1 µM]	14.1%	14.0%	-9.6%	-7.0%	0.3	-12.0%
O=C1/C(=C/c2cccnc2)N2CCC1CC2	-6.5	3.0%	10.7%	1.0%	4.7%	-2.9%	0.5	-6.6%
COc1cc2ccc(=O)oc2c2ccoc12	-2.8	-3.9%	-19.6%	-4.1%	5.2%	-2.5%	-0.2	-25.9%
OC(c1ccncc1)(c1ccc(F)cc1)c1ccc(F)cc1	5.8	-1.6%[57.1 µM]	0.5%	-17.7%	-14.8%	0.8%	1.8	-1.7%
Cc1ccccc1N1CCN(C2CCCN(C(=O)Cc3c(C)noc3C)C2)CC1 (configuration not stated)	1.3	-14.4%	5.0%	2.2%	5.1%	-5.6%	-3.4	·
COc1ccc(-c2ccc(OC)c(OC)c2OC)cc1	4.4	4.6%	-5.3%	-5.4%	-9.3%	-9.1%	-0.3	-2.2%
COc1cc(/C=N/NC(=O)Cn2c([N+](=O)[O-])cnc2C)ccc1OC(=O)N(C)C	·	-6.3%	-2.3%	4.1%	-6.4%	-2.6%	-0.8	6.2%
CCn1c(O)c(/C=N/NC(=O)c2ccncc2)c(=O)n(CC)c1=S	-21.3	-0.5%	69.0%[activator]	56.2µM*	-19.2%	-4.4%	1.9	-35.8%
COC(=O)C1=C(c2ccc(F)cc2OCc2ccccc2)C[C@@H]2CC[C@H]1N2C(=O)NCc1ccc(OC)c(OC)c1	-0.3	-2.3%	-4.6%	-3.1%	0.0%	-13.6%	-3.2	?
Cc1nn(Cc2ccccc2Cl)c(Cl)c1C(=O)OCC(=O)NCc1ccco1	·	-0.2%	8.6%	6.0%	-11.7%	-0.6%	-2.0	7.0%
O=C(c1ccc(Cl)cc1)C1CCCN(C2CCSCC2)C1 (configuration not stated)	6.1	-5.4%	6.1%	8.7%	1.6%	-9.9%	-0.5	15.2%
COC(=O)C1=C(c2ccc(C(C)=O)cc2)C[C@@H]2CC[C@H]1N2C(=O)NC(C)C	-0.6	3.4%	-0.4%	0.5%	6.2%	2.6%	1.5	-10.2%
CCOC(=O)[C@]12Cc3cc(OC)ccc3[C@H]1N(CC(=O)OC)C(=O)c1ccccc12	-1.3	-3.4%	-4.8%	8.4%	-5.3%	-2.2%	-0.3	5.5%
O=NN1CCCCC1	4.6	-1.4%	0.1%	-2.0%	-14.9%	1.5%	0.3	-17.1%
COC(=O)C1=C(c2ccc(OC)c(OC)c2)C[C@@H]2CC[C@H]1N2C(=O)NCC1CC1	-1.2	1.0%	7.1%	14.2%	2.6%	-5.8%	0.5	-25.9%
Fc1cccc(-c2ccc3c(c2)CN(C(=S)NCCc2ccccc2)Cc2cnnn2-3)c1	22.1	-5.2%	3.3%	11.1%	-6.5%	-12.0%	-0.4	?
COc1ccc(CC(C)NCCC(c2ccccc2)c2ccccc2)cc1 (configuration not stated)	3.1	-9.4%	-8.2%	1.3%	19.5%	2.9%	-1.0	5.9%
NP(=O)(Oc1ccccc1Cl)Oc1ccccc1Cl	3.3	11.2%	7.1%	-8.5%	10.0%	-1.9%	-0.4	-43.2%

Part of the list above, reduced to EPAC1 agonist, IL-2 act and FUS yeast rescue.
molecule | EPAC1 agonist | IL-2 act | FUS yeast rescue
COc1cccc(NP(=O)(Oc2ccccc2Cl)Oc2ccccc2Cl)c1 | 15.7% | -3.3 | 25.3%
NP(=O)(Oc1ccccc1Cl)Oc1ccccc1Cl | -8.5% | -0.4 | -43.2%
N[C@@H](Cc1c[nH]c2ccccc12)c1nnc(SCc2ccc(Cl)cc2)o1 | 5.5% | 2.7 | ?
COc1cc2ccc(=O)oc2c2ccoc12 | -4.1% | -0.2 | -25.9%

Carrying on:
SMILES	PI5P4K alpha inh	WRN inhibitor	EPAC1 antagonist	EPAC1 agonist	Abeta rescue	PLK1 PBD block	IL-2 act	FUS yeast rescue
CCC(CC)NC1CCCCC1OC (configuration not stated)	-4.6	0.4%	-27.3%	-1.6%	-11.6%	-1.0%	-1.8	5.9%
O=P(N[C@@H](c1ccccc1)[C@@H]1C[C@H]1CO)(c1ccccc1)c1ccccc1	-6.2	10.1%	7.2%	3.4%	-5.6%	-2.7%	0.7	5.1%
O=C(O)c1cccc2nc3ccccc3nc12	-3.0	-1.6%	3.1%	-26.0%	-90.3%[inhibitor]	1.2%	0.5	-8.6%
Cc1c(N=Cc2c(O)n(Cc3ccc(F)cc3)c(=O)[nH]c2=O)c(=O)n(-c2ccccc2)n1C	-1.1	-11.6%	10.9%	1.7%	6.7%	3.3%	-0.7	0.9%
C[N+]1(C)CCOC(O)(c2ccc(-c3ccc(C4(O)C[N+](C)(C)CCO4)cc3)cc2)C1 (configuration not stated)	8.1	2.3%	-26.4%	-16.4%	-9.4%	-17.9%	-0.3	-36.9%
OCC12CO[C@@H]3c4ccccc4[C@H](OC1)N32 (some centres not stated)	-5.0	-3.7%	6.5%	3.8%	-5.5%	3.3%	0.9	-10.4%
CN(C)C(=O)Oc1ccc(NC(=O)N2CCOCC2)cc1	0.0	4.2%	-14.1%	8.0%	-14.6%	-3.1%	0.6	-7.7%
COc1ccccc1CNCCc1ccc(F)cc1	2.7	0.1%	23.7%	-1.5%	-17.3%	-10.8%	-3.9	-45.9%
COC(=O)C1=C(c2ccccc2OCc2ccccc2)C[C@@H]2CC[C@H]1N2C(=O)NCCOc1ccc(OC)cc1	0.2	-7.1%	-2.6%	-0.3%	4.7%	-2.1%	-0.2	?

Entries above containing a cyano group:
SMILES	PI5P4K alpha inh	WRN inhibitor	EPAC1 antagonist	EPAC1 agonist	Abeta rescue	PLK1 PBD block	IL-2 act	FUS yeast rescue
CC(CN1CCOCC1)C(C#N)(c1ccccc1)c1ccccc1 (configuration not stated)	-1.9	-5.6%	-5.0%	2.3%	7.1%	0.6%	-0.3	26.7%
CCOP(=O)(OCC)/C(C#N)=C/c1ccc(Br)cc1	-2.7	-1.3%	5.9%	3.7%	6.6%	0.3%	-0.1	19.8%
